Cav32 inh: blocks human Cav3.2 T-type calcium channel. B-score at 10 µM. Cav3.2-expressing cells, Fluo-4 calcium fluorescence FDSS; active compounds read low. 100,000 compounds, 4% hits;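 active means single-dose well whose peak fluorescence ratio is a statistical outlier from its plate by either plate-standardised score or position-corrected B-score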
Starred values were filed as active, the others as inactive.

SMILES	Cav32 inh
Cc1ccc(C)c(N2CCN(C(c3ccc(N(C)C)cc3)c3nnnn3C(C)(C)C)CC2)c1 (stereo not given)	-5.5*
O=P1(O)C=C(c2ccccc2)NC(c2ccccc2)=C1	-0.0096
O=C(O)CCCC(=O)Nc1cccc(C(F)(F)F)c1	-0.1
CCCCC(CC)C1OCC(CN2CCCC2)O1 (stereo not given)	0.2
Cn1c(=O)c2c(nc(CN3CCC(C(N)=O)CC3)n2CCc2ccccc2)n(C)c1=O	0.64
CC(C)c1ccc(Nc2ncccc2C#N)cc1	-0.26
CCCOc1cc(C)c(S(=O)(=O)n2nnc3ccccc32)cc1C	-1.6
c1ccc(-c2onc3c2CCCC3)cc1	0.35
COC(=O)c1ccccc1NC(=O)C1CCCCC1C(=O)O (stereo not given)	0.52
N#CC(C(=O)NCc1ccco1)c1nc2ccccc2nc1N1CCOCC1 (stereo not given)	-3.6*
CCC1CCCCN1CCCNC(=O)COc1cc(=O)n(C)c2ccccc12 (stereo not given)	0.34
CCC(=O)OCCn1c(=O)c2cc3c(=O)n(CCOC(=O)CC)c(=O)c3cc2c1=O	-0.081
O=C(CCCCCn1c(=O)[nH]c2ccccc2c1=O)N1CCN(Cc2ccc3c(c2)OCO3)CC1	1.3
COCc1nnc(NS(=O)(=O)c2ccccc2)s1	-0.35
COc1ccccc1C(=O)Nn1c(C2CCC2)nc2ccccc2c1=O	-2.1
O=C(Nc1cccc(-c2cnc3ccccc3n2)c1)c1ccco1	-1.8
CCCCCCNC(=O)CC(c1ccccc1)c1cc(Br)ccc1O (stereo not given)	-5.9*
COc1ccc(C(=O)/C=C/Nc2ccc(C)cn2)cc1OC	-0.87
COC(=O)c1ccc2c(c1)C(C)(C)C(/C=C/c1ccc(OC)c(OC)c1OC)=[N+]2C	-2.3
CCC1Oc2ccccc2N(CC(=O)NCCCN2CCC(C)CC2)C1=O (stereo not given)	-0.029
CCOC(=O)N1CCN(CCC(=O)Nc2ccc(C)cc2)CC1	0.51
COC(=O)c1sccc1NC(=O)c1ccc(OC)c(OC)c1	-1.3
CCc1ccc(OCc2nnc(SCC(=O)N3CCN(c4ccccc4)CC3)o2)cc1	-0.88
O=C(Nc1ccccc1)C1CCCN(S(=O)(=O)c2ccc(-n3cnnn3)cc2)C1 (stereo not given)	0.088
CCN(CC(=O)Nc1ccccc1C(=O)OC)S(=O)(=O)c1ccccc1	0.2
Cc1ccc(-n2ncc3c2ncn2c(C)nnc32)cc1C	-0.26
CC(=O)Nc1ccc(S(=O)(=O)N2CCN(C(=O)Cc3ccccc3)CC2)cc1	0.41
O=S(=O)(NCc1cccnc1)c1ccc(Cl)c(Cl)c1Cl	0.27
O=C(NC1CCCc2ccccc21)c1ccc(=O)[nH]c1 (stereo not given)	1.5
COc1ccc(-c2nc(-c3cccs3)c(-c3cccs3)[nH]2)cc1OC	-1.4

A draw from above in order of molecular weight, rising.
SMILES	Cav32 inh
c1ccc(-c2onc3c2CCCC3)cc1	0.35
CCCOc1cc(C)c(S(=O)(=O)n2nnc3ccccc32)cc1C	-1.6
CCN(CC(=O)Nc1ccccc1C(=O)OC)S(=O)(=O)c1ccccc1	0.2
CC(=O)Nc1ccc(S(=O)(=O)N2CCN(C(=O)Cc3ccccc3)CC2)cc1	0.41
O=C(Nc1ccccc1)C1CCCN(S(=O)(=O)c2ccc(-n3cnnn3)cc2)C1 (stereo not given)	0.088
CCC(=O)OCCn1c(=O)c2cc3c(=O)n(CCOC(=O)CC)c(=O)c3cc2c1=O	-0.081

Entries shown so far that contain an NH in an aromatic ring, in the order listed:
SMILES	Cav32 inh
O=C(CCCCCn1c(=O)[nH]c2ccccc2c1=O)N1CCN(Cc2ccc3c(c2)OCO3)CC1	1.3
O=C(NC1CCCc2ccccc21)c1ccc(=O)[nH]c1 (stereo not given)	1.5
COc1ccc(-c2nc(-c3cccs3)c(-c3cccs3)[nH]2)cc1OC	-1.4

(further entries)
SMILES	Cav32 inh
CCC(=O)NCCc1cc2ccc(C)cc2[nH]c1=O	0.13
Cc1ccc(S(=O)(=O)Cc2ccc(C(=O)NCc3ccc4c(c3)OCO4)o2)cc1	-1.6
Cc1cc2ncn(S(=O)(=O)c3ccc(S(=O)(=O)N4CCOCC4)cc3)c2cc1C	0.68
CC1CCCC(NC(=O)CCCn2c(=O)[nH]c3cc(Cl)ccc3c2=O)C1C (stereo not given)	0.21
O=C(Nc1ccc2c(c1)OCO2)OCc1ccccc1	-0.67
CN1CCCC1CCNc1ccc2sc3ccccc3c(=O)c2c1 (stereo not given)	-0.25
COc1ccc(NC(=O)C2(c3ccc(NC(=O)c4ccc(OC(C)=O)cc4)cc3)CCCC2)cc1	0.98
C=C(C)COc1ccc(-c2[nH]ncc2Oc2ccccc2OCC)c(O)c1	-0.46
CSc1ccc(C(=S)N2CCN(Cc3ccccc3)CC2)cc1	-1.1
C#CCSc1nnc(-c2cc3c(C(F)(F)F)nn(C)c3s2)n1C	-0.012
CCOc1cc(C(=O)NCc2ccncc2)cc(OCC)c1OCC	0.028
COC(=O)c1ccc2c(=O)n(CCCN3CCCC3=O)c(=S)[nH]c2c1	0.72
CC(=O)Nc1ccc(N2CCCCC2)c(C(=O)Nc2cccc(C)c2)c1	-0.62
COCCNC(=O)CSc1nc(-c2ccc(OC)c(OC)c2)cc(C(F)(F)F)n1	0.21
COc1ccc(-n2ccsc2=S)cc1	0.23
COc1ccc(N2C(=O)CCC(C(C)=O)=C2C)cc1	0.0023
COc1ccccc1N1CCN(c2ncnc3c2oc2ccccc23)CC1	-3.2
O=c1cc(O)nc(SCc2ccccc2)[nH]1	-0.68
CCOC(=O)c1csc(NC(=O)c2cc(OC)c(OC)c(OC)c2)n1	2.6
CCOc1ccc(C(=O)/C=C/c2ccc(SC)cc2)cc1	-0.4
Nc1ccc(Oc2ccc([N+](=O)[O-])cc2[N+](=O)[O-])cc1	-0.4
Cc1ccc(NC2c3ncccc3C(=O)N2C2CCCCC2)cc1C (stereo not given)	0.77
c1ccc(Cn2nnnc2C(c2ccncc2)N2CCOCC2)cc1 (stereo not given)	0.014
Cc1cccc(N2CCN(C(=O)Cn3nc(Cc4ccncc4)c4ccccc4c3=O)CC2)c1C	-0.47
O=C(Nc1nnc(-c2ccc3c(c2)CCCC3)o1)C1CCCCC1	0.3
CC1CCN(c2ccc(NC(=S)NC(=O)c3ccc(-c4cccc([N+](=O)[O-])c4)o3)cc2)CC1	-0.042
O=C(O)CC(NC(=O)OCc1ccccc1)c1ccccc1 (stereo not given)	-1.3
CCCCCC(=O)Nc1nc(C)c(-c2csc(Nc3ccc(Cl)cc3)n2)s1	0.15
O=C(Cc1ccccc1)N(c1ccc(F)cc1)C1C=CS(=O)(=O)C1 (stereo not given)	-0.057
O=c1cc2c(nn1Cc1ccccc1Cl)-c1ccccc1CC2	-2.7
O=[N+]([O-])c1cc(F)c(N2CCCCC2)cc1N1CCOCC1	0.67
CCCCC(SCC(=O)Nc1ccccc1)C(=O)O (stereo not given)	-0.16
CC1=C(C#N)C(C(F)(F)F)(C(F)(F)F)N=C(c2ccco2)N1	0.18
COc1cc(S(=O)(=O)N(Cc2cccnc2)Cc2ccco2)ccc1-n1cnnn1	1
O=C(Nc1ccccc1C(=O)O)c1ccc2ccccc2n1	0.99
CCn1c2ccccc2c2cc(NC(=O)C(C)C)ccc21	-0.61
Cc1ccc(Cl)cc1NC(=O)COC(=O)CC1CC2CCC1C2 (stereo not given)	-3.4
COc1ccccc1OCCOc1ccccc1/C=N/n1cnnc1	0.41
CCNC(=O)CC1C(=O)N(CC)C(=S)N1NC(=O)c1ccc(Cl)cc1 (stereo not given)	1.9
N#C/C(C(=O)N1CCCCC1)=C1\Nc2ccccc2S1	0.065
CC(C)(C)NS(=O)(=O)c1ccc(CCC(=O)Nc2cc(Cl)ccc2Oc2ccccc2)cc1	-5.3*
Clc1ccccc1-c1nc(-c2ccccc2)n[nH]1	-0.95
COc1ccccc1-n1c(CNC(=O)c2ccco2)nnc1SCC(=O)Nc1ccc(F)cc1	-2.2
CC1(C)Cc2c(sc3[nH]c(=S)n(Cc4ccco4)c(=O)c23)CO1	0.72
Cc1cccc(N(C)C(=S)Oc2ccc3ccccc3c2)c1	-3
C=C(C)CSc1nnc2[nH]c(=O)cc(N)n12	0.49
Cc1nc(NC(=O)c2ccccc2)sc1-c1csc(Nc2cccc(F)c2)n1	0.53
CCC(C)C(NC(=O)C1CCC(C)CC1)C(=O)NC1CCN(Cc2ccccc2)CC1 (stereo not given)	1.8
CCCNC(=O)NC(=O)CSc1nnc(C)n1N	0.18
CCN(CC(N)=O)S(=O)(=O)c1ccc(Br)cc1	0.48
CCN(CC)S(=O)(=O)c1cc(Br)ccc1OC	-0.21
CCCC/C(O)=C/c1nc2ccccc2[nH]c1=O	-0.22
CCCCCn1c(CN2CCN(c3cc(Cl)ccc3C)CC2)nc2c1c(=O)[nH]c(=O)n2C	-4.4*
Cc1cc(NS(=O)(=O)c2ccc(NC(=O)Nc3ccc4c(c3)OCO4)cc2)no1	1
CCC(C)C(NS(=O)(=O)c1ccc(C)cc1)C(=O)Oc1ccc2c3c(c(=O)oc2c1)CCC3 (stereo not given)	-1.8
CCCN=CC1=C(O)CC(c2ccccc2)CC1=O (stereo not given)	-0.61
CC(C)C(=O)N(c1cc2sc(=O)oc2c2ccccc12)S(=O)(=O)c1cccs1	-0.0087
O=S(=O)(NC1=NCCC1)c1cccs1	0.037
Cc1cccc(-n2ncc3c(NCCCn4ccnc4)ncnc32)c1	0.66
O=C(C1=C[C@@H](c2ccc(Br)cc2)C[C@@H](OCc2ccc(CO)cc2)O1)N1CCN(Cc2ccc3c(c2)OCO3)CC1	-2.2

Carrying on:
SMILES	Cav32 inh
COCCNC(=O)C(=O)NCC1OCCN1C(=O)c1ccc(Cl)cc1 (stereo not given)	0.6
Clc1ccc(N=c2ssnc2Cl)cc1	-0.56
O=C(COC(=O)Cc1cccs1)Nc1ccc(F)c(F)c1F	0.45
Cc1ccc(NC(=O)CSc2nnc(CSc3nc(C)cc(C)n3)n2Cc2ccco2)c(C)c1	-1.4
CCS(=O)(=O)n1nc(-c2ccccc2)nc1N	-0.06
COc1cc2cc(/C=C/C(=O)c3ccco3)c(Cl)nc2cc1OC	-1.7
CC(=O)OCc1c(C(F)(F)F)nn(C)c1SCc1ccc(Cl)cc1	-1.3
CC1CCCCC1NC(=O)C(Cc1ccccc1)NS(=O)(=O)c1cccs1 (stereo not given)	-1.7
COc1ccc(NC(=O)c2cc(Cl)ccc2NC(=O)c2ccco2)c(OC)c1	-1.9
COC(=O)c1sccc1NC(=O)C1C2C=CC(C2)C1C(=O)O (stereo not given)	0.5
NC(=O)CSc1nc2ccccc2n1Cc1ccccc1F	-1.8
COc1cc(OC)c(CN2CCN(c3ccc(F)cc3)CC2)cc1Br	-2
N=c1n(CCN2CCOCC2)c2ccccc2n1CC(O)COc1ccccc1 (stereo not given)	-0.6
CC(=O)Nc1ccc(N2C(=O)CCC2=O)cc1C	0.79
CCOC(=O)C1=C(C)OC(N)=C(C#N)C1c1ccc(C)o1 (stereo not given)	-0.24
O=C(c1cccc(F)c1)N1CCC(N2CCCCCC2)CC1	-0.48
COc1ccc(OCC(=O)Nc2ccc(NC(=O)c3ccco3)cc2)cc1	-0.97
COc1ccc(CN(C(=O)Cc2c[nH]c3ccccc23)C(C(=O)NC2CCCCC2)c2ccc(C)o2)cc1 (stereo not given)	-7.3*
NC(=O)c1c(N)sc(=S)n1-c1ccccc1	-1.3
C=CC(C)n1c(Br)nc2c1c(=O)[nH]c(=O)n2C (stereo not given)	0.87
CCN1C(=O)/C(=C\N2CCCc3ccccc32)SC1=S	1.2
O=C(Nc1ccc2c(c1)OCO2)C1CCCN(S(=O)(=O)Cc2ccccc2)C1 (stereo not given)	0.56
COc1ccc(CCN(CC(=O)NC2CCCC2)C(=O)CCC(=O)Nc2cc(C)on2)cc1OC	0.06
O=C(COc1ccc2ccccc2c1)N1CCCC1	0.72
Cc1ccc(CCNC(=O)C2CCCN(c3nc4ccccc4o3)C2)cc1 (stereo not given)	-1.1
COc1ccc(-c2nnc3sc(CN4C(=O)c5ccccc5C4=O)nn23)cc1	0.19
Cc1ccc(C(=O)Oc2cc(-c3ccccc3)no2)cc1	1.6
O=C1c2cccc3cccc(c23)C(=O)N1c1ccncc1	0.6
CC1CCCC(C)N1S(=O)(=O)c1ccc(NC(=O)CNCC2CCCO2)cc1 (stereo not given)	1.3
CCCNC(=O)Cn1nc(C(F)(F)F)c2c1CCCC2	0.11
O=C(NCc1ccccc1)c1cc(S(=O)(=O)N2CCOCC2)ccc1F	0.93
COc1ccc(CN2CCC(CNC(=O)NC3CCCCC3)CC2)cc1	1.4
O=C(Nc1ccccc1)c1ccncc1	1.7
O=C(Nc1ccc2c(c1)OCO2)c1cccc2c1C(=O)N(Cc1cccnc1)C2	-0.59
Cc1ncoc1C(=O)Nc1ccccc1-c1ccccc1	0.75
O=C(NCC1CCCO1)c1onc(CSc2cccc3ccccc23)c1C(=O)O (stereo not given)	-0.85
CC(=O)c1sc(NC(=O)c2ccc(F)c(F)c2)nc1C	0.15
Cc1ccc(S(=O)(=O)c2ccc(Cl)cc2)cc1S(=O)(=O)N1CCOCC1	-3.6*
COc1ccc(Cn2c(N)c(S(=O)(=O)c3cccs3)c3nc4ccccc4nc32)cc1	0.0044
O=C(O)CCc1ccc(-c2ccccc2)n1Cc1ccco1	0.0051

Bioassay records: PubChem, Vanderbilt High Throughput Screening Facility

This is a subset, so the mix of outcomes need not match the whole.
